Screening results from PubChem.
TEAD-YAP inh – TEAD-YAP interaction inhibition. inhibition, % at 9.12 µM. HEK-TIYL cells, TEAD-Gal4/YAP UAS-luciferase luminescence. hit rate 1.4% among 640,000; in the data active = inhibition above about 32%;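 note: 0% = median of test compound wells and 100% = reference inhibitor wells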
GPR151 ag – human GPR151 activation; activation, % at 11.2 µM; AID 1508602; hit rate 1% among 650,000; PathHunter beta-arrestin GPR151 cells, luminescence; Q8TDV0; in the data active = activation above about 4.9%;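 note: 0% = median of compound wells and 100% = cells with positive control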
MITF inh – blocks human microphthalmia-associated transcription factor; O75030; AlphaScreen MITF homodimerization, bead proximity signal; inhibition, % at 2.6 µM; AID 1259374; hit rate 0.91% among 650,000; in the data active = inhibition above about 50%;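 note: 0% = vehicle wells with protein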
FBW7 act – human FBW7 E3 ligase activation, primary screen | hit rate 0.13% among 650,000 | Q969H0 | normalized activity (activation), % at 26.1 µM | AID 1259310 | AlphaScreen FBW7–phospho-cyclin E peptide binding, activator screen; in the data active = normalized activity above about 1.9%;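 note: purified mutant Fbw7 with reduced substrate affinity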
Target sequence (Q969H0 whole entry, looked up): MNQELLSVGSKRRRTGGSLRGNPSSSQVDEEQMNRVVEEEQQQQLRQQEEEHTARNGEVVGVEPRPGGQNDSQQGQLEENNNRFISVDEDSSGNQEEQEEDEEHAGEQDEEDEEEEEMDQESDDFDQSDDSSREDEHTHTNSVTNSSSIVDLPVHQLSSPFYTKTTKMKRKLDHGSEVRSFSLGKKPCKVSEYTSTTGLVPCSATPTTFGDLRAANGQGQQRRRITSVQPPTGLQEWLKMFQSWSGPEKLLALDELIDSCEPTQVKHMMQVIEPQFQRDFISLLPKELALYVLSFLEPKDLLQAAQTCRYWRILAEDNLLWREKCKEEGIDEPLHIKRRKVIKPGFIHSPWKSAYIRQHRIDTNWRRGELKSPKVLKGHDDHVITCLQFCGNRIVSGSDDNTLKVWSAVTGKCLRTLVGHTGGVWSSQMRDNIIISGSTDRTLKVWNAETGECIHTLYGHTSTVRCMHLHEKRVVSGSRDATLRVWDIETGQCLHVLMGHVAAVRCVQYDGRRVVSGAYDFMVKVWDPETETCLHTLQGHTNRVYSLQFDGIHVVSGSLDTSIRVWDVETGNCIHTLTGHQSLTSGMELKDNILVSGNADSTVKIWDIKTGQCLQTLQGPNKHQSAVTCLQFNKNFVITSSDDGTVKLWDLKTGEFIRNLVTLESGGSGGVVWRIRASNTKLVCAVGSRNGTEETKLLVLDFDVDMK
The depositor's hits bear a star.

Screening COC(=O)C1=C(C)Nc2ncnn2C1c1ccc(F)cc1 (centres undefined) returned TEAD-YAP inh 4, GPR151 ag 2.2, MITF inh 4 and FBW7 act -0.1.
Screening O=C1C(c2ccnc3ccccc23)=C(O)c2ccccc21 returned TEAD-YAP inh 53*, GPR151 ag -1.9, MITF inh -12 and FBW7 act -0.1.
`COc1ccc(OCCC(=O)c2ccc(Cl)cc2)cc1` gave TEAD-YAP inh -4, GPR151 ag 2.0, MITF inh 9 and FBW7 act 0.1.
`COc1ccc(-c2cc3nc(C)cc(N4CCCC(O)C4)n3n2)cc1` (centres undefined) gave TEAD-YAP inh -6, GPR151 ag -0.8, MITF inh -8 and FBW7 act 0.1.
`COc1ccc(Nc2nc(N)c([N+](=O)[O-])c(OC)n2)cc1` gave TEAD-YAP inh -104, GPR151 ag -9.4, MITF inh 6 and FBW7 act -0.3.
`CC(C)NC(=O)CSc1nc(COc2ccccc2)nc2ccccc12` gave TEAD-YAP inh -23, GPR151 ag 0.4, MITF inh 13 and FBW7 act -0.1.
`COc1ccccc1N(C)S(=O)(=O)c1cc(Br)cnc1N` gave TEAD-YAP inh -7, GPR151 ag 0.8, MITF inh -1 and FBW7 act 0.0.
Screening COc1ccc(-c2cc(C(=O)NN)c3cc(Br)ccc3n2)cc1 returned TEAD-YAP inh 1, GPR151 ag 5.0*, MITF inh 12 and FBW7 act 0.1.
Screening C#CCN1C(=O)c2ccccc2C1=O returned TEAD-YAP inh -7, GPR151 ag -0.2, MITF inh -5 and FBW7 act -0.1.
`O=C(NCCCn1ccnc1)C1CC12CCN(C(=O)C1=CCCCC1)CC2` (centres undefined) gave TEAD-YAP inh -2, GPR151 ag 0.4, MITF inh 10 and FBW7 act 0.0.
FC(F)(F)C1(c2ccccc2)N=C2C=CC=CN2C(=S)N1 (centres undefined) was read as TEAD-YAP inh 4, GPR151 ag 0.4, MITF inh 4 and FBW7 act 0.0.
`Cc1ccccc1-c1cnnc(NCCCn2cccn2)n1` gave TEAD-YAP inh 3, GPR151 ag 0.5, MITF inh -1 and FBW7 act 0.1.
`O=C1CN(C(=O)c2ccc([N+](=O)[O-])cc2)C(c2ccc(F)cc2)c2cc(F)ccc2N1` (centres undefined) gave TEAD-YAP inh 2, GPR151 ag -2.2, MITF inh 13 and FBW7 act 0.1.
`COc1ccc(-c2cc(OC)c3c(C)oc(C)c3c(=O)c2)cc1` gave TEAD-YAP inh -6, GPR151 ag 2.3, MITF inh 19 and FBW7 act 0.1.
For O=[N+]([O-])c1ccc(NCCNS(=O)(=O)c2ccccc2)c(Cl)c1 the results were TEAD-YAP inh 7, GPR151 ag 0.5, MITF inh -10 and FBW7 act 0.1.
C/C=C/COC(=O)C1=C(C)NC(=O)NC1c1ccccc1Cl (centres undefined) was read as TEAD-YAP inh 47*, GPR151 ag 0.5, MITF inh -2 and FBW7 act 0.6.
Screening O=C(O)CCCn1c(=O)[nH]c2ccccc2c1=O returned TEAD-YAP inh -24, GPR151 ag 3.9, MITF inh -5 and FBW7 act 0.2.
Screening Cc1ccc(C2CC(c3ccc(Br)cc3)=NN2S(=O)(=O)c2ccccc2)cc1 (centres undefined) returned TEAD-YAP inh -7, GPR151 ag 2.3, MITF inh -2 and FBW7 act -0.2.
CCN(CC)C(=O)C12CC3CCC(CC(C3)C1)C2 was read as TEAD-YAP inh 8, GPR151 ag -0.3, MITF inh 30 and FBW7 act -0.1.
`CC(C)n1cnc2c(NCC3CCCO3)nc(Nc3ccc(OC(F)(F)F)cc3)nc21` (centres undefined) gave TEAD-YAP inh 14, GPR151 ag -0.1, MITF inh -9 and FBW7 act 0.0.
`Cc1cccc(NC(=O)C2C3C=CC4(O3)C2C(=O)N(CCCN2CCC(C)CC2)C4C(=O)NC2CCCC(C)C2C)c1` (centres undefined) gave TEAD-YAP inh 0, GPR151 ag -0.7, MITF inh 5 and FBW7 act 0.1.
Screening CC1=C(C(N)=O)C(c2cccc(F)c2)n2nc(SCc3ccccc3)nc2N1 (centres undefined) returned TEAD-YAP inh -5, GPR151 ag -1.5, MITF inh -17 and FBW7 act 0.0.
Screening Cn1cc([N+](=O)[O-])c(C(=O)Nc2cc(Oc3cccnc3)cc([N+](=O)[O-])c2)n1 returned TEAD-YAP inh -51, GPR151 ag -0.1, MITF inh 9 and FBW7 act 0.0.
Screening COc1ccc2ccccc2c1CN1CCCN(C)CC1 returned TEAD-YAP inh 0, GPR151 ag 0.4, MITF inh 50 and FBW7 act -0.1.
O=C(Nc1ccc2ccccc2c1Br)c1cncc(Br)c1 was read as TEAD-YAP inh -16, GPR151 ag -1.0, MITF inh 8 and FBW7 act 0.0.
For CCNCCC1CCC(=O)N1Cc1cccc(OC)c1 (centres undefined) the results were TEAD-YAP inh -3, GPR151 ag 0.0, MITF inh -1 and FBW7 act -0.1.
N#CCSc1nc2ccccc2c2nc(CCc3c[nH]c4ccccc34)nn12 was read as TEAD-YAP inh -13, GPR151 ag 0.2, MITF inh 3 and FBW7 act 0.0.
`CC1(C)CC(=O)C2=C(C1)OC(N)=C(C#N)C2c1ccccc1OCc1ccc(Cl)cc1` (centres undefined) gave TEAD-YAP inh -13, GPR151 ag -1.3, MITF inh 20 and FBW7 act 0.1.
For CCC(=O)c1ccc(N2CCCCCC2)c(F)c1 the results were TEAD-YAP inh -10, GPR151 ag 0.2, MITF inh -1 and FBW7 act -0.1.
Screening O=S(=O)(NCCCN1CCOCC1)c1c(Cl)cccc1Cl returned TEAD-YAP inh 0, GPR151 ag 2.2, MITF inh 20 and FBW7 act -0.3.

A draw from above in order of heavy-atom count, largest number first:
`CC1(C)CC(=O)C2=C(C1)OC(N)=C(C#N)C2c1ccccc1OCc1ccc(Cl)cc1` (centres undefined) gave TEAD-YAP inh -13, GPR151 ag -1.3, MITF inh 20 and FBW7 act 0.1.
Screening CC1=C(C(N)=O)C(c2cccc(F)c2)n2nc(SCc3ccccc3)nc2N1 (centres undefined) returned TEAD-YAP inh -5, GPR151 ag -1.5, MITF inh -17 and FBW7 act 0.0.
Screening COc1ccc2ccccc2c1CN1CCCN(C)CC1 returned TEAD-YAP inh 0, GPR151 ag 0.4, MITF inh 50 and FBW7 act -0.1.

(more compounds)
Cc1cccc(Nc2c(C)c(C)nc3ncnn23)c1 was read as TEAD-YAP inh 3, GPR151 ag -1.1, MITF inh 1 and FBW7 act 0.0.
`N/C(=N\S(=O)(=O)c1ccccc1[N+](=O)[O-])c1ccccc1` gave TEAD-YAP inh 4, GPR151 ag -0.6, MITF inh 40 and FBW7 act 0.3.
`S=c1sc2c(s1)SC1CC=CC1S2` (centres undefined) gave TEAD-YAP inh 5, GPR151 ag 0.3, MITF inh -3 and FBW7 act -0.2.
`Cc1nc(SC(C)C(=O)N2CCC(C)CC2)c2c(C)c(C)sc2n1` (centres undefined) gave TEAD-YAP inh -12, GPR151 ag 3.0, MITF inh 7 and FBW7 act 0.5.
`CC(=O)Nc1cccc(-c2cnc3[nH]c(=O)n([C@H](CO)C(C)C)c3n2)c1` gave TEAD-YAP inh 12, GPR151 ag -0.4, MITF inh 12 and FBW7 act 0.6.
`O=C(NCc1cccnc1)c1cnn2ccccc12` gave TEAD-YAP inh 0, GPR151 ag -1.1, MITF inh 11 and FBW7 act 0.0.
Screening COCCCNC(=O)c1ccc2c(c1)ncn2-c1ccc(F)c(F)c1 returned TEAD-YAP inh -36, GPR151 ag 3.7, MITF inh 3 and FBW7 act 0.0.
Screening COC(=O)c1ccc(C2C(C#N)=C(N)Oc3n[nH]c(C(C)C)c32)cc1 (centres undefined) returned TEAD-YAP inh -7, GPR151 ag 1.0, MITF inh 1 and FBW7 act -0.2.
`Cc1nc(-c2ccc(Cl)cc2)sc1CCNC(=O)C1CCCCC1` gave TEAD-YAP inh -14, GPR151 ag 1.2, MITF inh 1 and FBW7 act -0.1.
`CCOC(=O)C1=C(C)N=c2s/c(=C/c3ccccc3)c(=O)n2C1c1ccc(C)cc1` (centres undefined) gave TEAD-YAP inh 11, GPR151 ag -1.0, MITF inh -24 and FBW7 act 0.3.
For Cc1noc(-c2ccccc2OC(=O)c2ccccc2)n1 the results were TEAD-YAP inh 0, GPR151 ag -0.7, MITF inh -16 and FBW7 act 0.7.
For Cc1ccc(NC(=O)Cn2c(C)nc3sc4c(c3c2=O)CCCC4)c(C)c1 the results were TEAD-YAP inh 1, GPR151 ag -0.3, MITF inh 0 and FBW7 act 0.1.
Screening CCc1ccc(-n2c(C)nc3cc(C(=O)O)ccc32)cc1 returned TEAD-YAP inh -1, GPR151 ag -1.0, MITF inh 2 and FBW7 act 0.1.
`COc1ccccc1/C=N/NC(=O)C(C)Nc1cccc(C)c1` (centres undefined) gave TEAD-YAP inh 0, GPR151 ag 0.7, MITF inh 7 and FBW7 act -0.1.
`Cc1cc(C)nc(NC(N)=NCc2ccccc2)n1` gave TEAD-YAP inh 5, GPR151 ag -0.3, MITF inh 7 and FBW7 act -0.2.

Quoted at random: 5 compounds from above.
Cc1cccc(Nc2c(C)c(C)nc3ncnn23)c1 was read as TEAD-YAP inh 3, GPR151 ag -1.1, MITF inh 1 and FBW7 act 0.0.
Screening CCc1ccc(-n2c(C)nc3cc(C(=O)O)ccc32)cc1 returned TEAD-YAP inh -1, GPR151 ag -1.0, MITF inh 2 and FBW7 act 0.1.
`O=C(NCc1cccnc1)c1cnn2ccccc12` gave TEAD-YAP inh 0, GPR151 ag -1.1, MITF inh 11 and FBW7 act 0.0.
Screening COCCCNC(=O)c1ccc2c(c1)ncn2-c1ccc(F)c(F)c1 returned TEAD-YAP inh -36, GPR151 ag 3.7, MITF inh 3 and FBW7 act 0.0.
`CCOC(=O)C1=C(C)N=c2s/c(=C/c3ccccc3)c(=O)n2C1c1ccc(C)cc1` (centres undefined) gave TEAD-YAP inh 11, GPR151 ag -1.0, MITF inh -24 and FBW7 act 0.3.

An excerpt from the list above, as a working copy:
`COc1ccccc1/C=N/NC(=O)C(C)Nc1cccc(C)c1` (centres undefined) gave TEAD-YAP inh 0, GPR151 ag 0.7, MITF inh 7 and FBW7 act -0.1.
`Cc1cc(C)nc(NC(N)=NCc2ccccc2)n1` gave TEAD-YAP inh 5, GPR151 ag -0.3, MITF inh 7 and FBW7 act -0.2.

Next entries.
COc1ccc(C(=O)Nc2nc(-c3cccc([N+](=O)[O-])c3)cs2)cc1 was read as TEAD-YAP inh 17, GPR151 ag 0.3, MITF inh 3 and FBW7 act -0.1.
For O=C(CN1CCC(NC(=O)c2ccccc2Cl)CC1)NCc1ccccc1 the results were TEAD-YAP inh 0, GPR151 ag 0.1, MITF inh 8 and FBW7 act 0.1.
`COc1ccc(N(CC(=O)N2CCN(C)CC2)S(=O)(=O)c2ccccc2)cc1` gave TEAD-YAP inh -5, GPR151 ag -0.3, MITF inh 6 and FBW7 act 0.0.
CCNC(=O)c1sccc1S(=O)(=O)N1CCN(c2cccc(Cl)c2)CC1 was read as TEAD-YAP inh -7, GPR151 ag -1.0, MITF inh -9 and FBW7 act 0.1.
Screening O=C(Nc1c2c(nn1-c1ccc(F)cc1)CSC2)c1ccc(S(=O)(=O)N2CCOCC2)cc1 returned TEAD-YAP inh 0, GPR151 ag 1.2, MITF inh 14 and FBW7 act 0.2.
Screening O=C(O)COc1ccc(NC(=O)c2cc3ccccc3oc2=O)cc1 returned TEAD-YAP inh 12, GPR151 ag -4.0, MITF inh 11 and FBW7 act 0.0.
For NC1=NC(=O)/C(=C/c2c(F)cccc2Cl)S1 the results were TEAD-YAP inh -8, GPR151 ag 1.0, MITF inh -3 and FBW7 act -0.2.
NC(=O)C1CCN(C(=O)CSCc2ccc(Br)cc2)CC1 was read as TEAD-YAP inh -5, GPR151 ag -2.1, MITF inh 19 and FBW7 act 0.0.
COC(=O)Cn1c(=NC(=O)c2cccc([N+](=O)[O-])c2)sc2cccc(F)c21 was read as TEAD-YAP inh 0, GPR151 ag 0.5, MITF inh 18 and FBW7 act 0.4.
For CSc1ncc(C(=O)O)n1-c1ccccc1 the results were TEAD-YAP inh -11, GPR151 ag -1.3, MITF inh 4 and FBW7 act 0.1.
For N#Cc1ccccc1NC(=O)c1cccc2ccccc12 the results were TEAD-YAP inh 1, GPR151 ag -0.9, MITF inh 0 and FBW7 act -0.2.
`N#C/C(=C/c1ccc(-c2ccc(C(N)=O)cc2)o1)c1nc2ccccc2[nH]1` gave TEAD-YAP inh -8, GPR151 ag 0.6, MITF inh 12 and FBW7 act 0.0.
Screening Cc1cccc(NC(=O)CSc2c[nH]c3ccccc23)c1C returned TEAD-YAP inh -7, GPR151 ag 0.3, MITF inh 5 and FBW7 act -0.1.
For COc1ccc(/C=N/NC(=O)C(C)Nc2ccc(C)cc2)c(OC)c1 (centres undefined) the results were TEAD-YAP inh 7, GPR151 ag -0.6, MITF inh 12 and FBW7 act -0.1.
`CC(C)n1cnc2c(NC3CC3)nc(Nc3ccc(C(F)(F)F)cc3)nc21` gave TEAD-YAP inh -7, GPR151 ag 0.5, MITF inh -5 and FBW7 act 0.1.
For COc1ccc(Nc2nnc(SCc3cn4c(C)cccc4n3)s2)cc1 the results were TEAD-YAP inh 22, GPR151 ag -1.3, MITF inh -5 and FBW7 act -0.2.
Screening COCCSc1nnc(NC(=O)C(C)Oc2ccccc2)s1 (centres undefined) returned TEAD-YAP inh 10, GPR151 ag -1.5, MITF inh 10 and FBW7 act 0.8.
NC(=O)c1cc(S(=O)(=O)NC2CCCCCCC2)cs1 was read as TEAD-YAP inh -6, GPR151 ag -0.7, MITF inh -12 and FBW7 act 0.3.
